Compound activity from PubChem BioAssay.
OX1R antag-1: blocks the human orexin 1 receptor | O43613 | OX1R-expressing cells, FRET antagonist read-out | inhibition, % at 6.6 µM | hit rate 1.8% among 330,000 | AID 485270; in the data active = inhibition mostly above about 38%, no sharp cut-off; inactive = mostly below about 40%;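 note: 0% = agonist challenge alone and 100% = reference antagonist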
Target sequence (O43613 whole entry, looked up): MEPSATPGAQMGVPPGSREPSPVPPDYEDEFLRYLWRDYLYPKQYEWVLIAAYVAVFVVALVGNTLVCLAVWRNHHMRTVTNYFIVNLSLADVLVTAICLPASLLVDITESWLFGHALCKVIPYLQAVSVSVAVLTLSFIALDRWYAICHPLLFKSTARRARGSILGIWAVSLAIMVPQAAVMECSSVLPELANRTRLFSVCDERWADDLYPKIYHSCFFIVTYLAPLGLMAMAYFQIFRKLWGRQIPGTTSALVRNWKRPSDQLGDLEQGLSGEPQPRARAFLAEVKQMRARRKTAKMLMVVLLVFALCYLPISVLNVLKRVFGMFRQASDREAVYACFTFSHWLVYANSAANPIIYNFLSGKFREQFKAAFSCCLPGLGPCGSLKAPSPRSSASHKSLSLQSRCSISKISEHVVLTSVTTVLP
OX1R antag-2: human HCRTR1 antagonism | AID 434989 | hit rate 0.43% among 330,000 | inhibition, % at 5 µM | O43613 | CHO/OX1R cells, Fluo-8 calcium fluorescence, orexin A;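 active = inhibition above its plate's threshold, mean inhibition of all tested compounds on the plate plus 3 SD, cut at about 37% in these data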;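 note: 0% = orexin A challenge wells and 100% = SB-334867-A antagonist wells; not every result past the cut was called active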
Starred values were filed as active, the others as inactive.

Molecule	OX1R antag-1	OX1R antag-2
COC(=O)[C@@]12CCCCN1[C@H](c1ccc(-c3ccc(OC)cc3)cc1)[C@H]1C(=O)N(C)C(=O)[C@H]12	4	-19
CC1CC(C)CN(S(=O)(=O)c2ccc3c(c2)NC(=O)C(C)C(=O)N3)C1 (configuration not stated)	7	-12
COc1cccc(CN2CCC(n3nccc3NC(=O)CCCc3ccccc3)CC2)c1O	14	-30
O=C(Nc1nc(-c2ccccc2)cs1)C1CCCN(S(=O)(=O)c2cccc([N+](=O)[O-])c2)C1 (configuration not stated)	11	-18
Cc1ccc(OCC(=O)Nc2ccccc2F)cc1C	26	-9
CN1C(C(=O)NCc2cccc(C(F)(F)F)c2)CC2Cn3c(nc4cc(Cl)c(Cl)cc43)C21 (configuration not stated)	14	-24
Cc1ccsc1C1C2=C(CCCC2=O)Nc2ncnn21 (configuration not stated)	2	-3
CCC(=O)Nc1ccc2nc(C3CC3)n(Cc3ccc(C(C)(C)C)cc3)c(=O)c2c1	19	-12
CCOC(=O)Nc1ccc(S(=O)(=O)N2CCC(C)CC2)cc1	29	-7
NS(=O)(=O)c1ccc(NS(=O)(=O)c2ccc(NC(=S)Nc3ccccc3)cc2)cc1	15	-3
COc1ccc(NC(=O)CN(C)C(=O)CSc2ccc3c(c2)OCCO3)cc1	9	-20
CC1CN(C(=O)c2cc3ccccc3cc2O)CC(C)O1 (configuration not stated)	15	-11
COc1cccc(OCC(O)CN2CCC(CN3C(=O)c4cccc5cccc(c45)C3=O)CC2)c1 (configuration not stated)	35	-22
Brc1ccccc1-c1nnc(CSc2nncn2-c2ccccc2)o1	23	-4
CCCNC(=O)c1ccc2c(c1)nc(C)n2-c1cccc(Cl)c1	6	-15
Cc1ccc(C)n1-c1nnc(N2CCC(C(=O)NCCCN3CCN(C)CC3)CC2)s1	5	10
Cc1cc(-c2ccccc2)nc(N(C)NC(=O)C2CC2)c1S(C)(=O)=O	13	-29
COc1ccc(CNc2nc(SC)n[nH]2)cc1OC	26	-11
COc1ccc(C(C)N2CC34C=CC(O3)C(C(=O)O)C4C2=O)cc1 (configuration not stated)	11	-18
Cc1ccc(C)c2sc(N3CCN(C(=O)c4ccc([N+](=O)[O-])o4)CC3)nc12	19	-27
O=C(COC(=O)c1cccc(O)c1)NC(=O)Cc1ccccc1	14	-4
CC(C)NS(=O)(=O)c1ccc(NC(=O)C2CCCCC2)cc1	8	-2
Clc1ccc(-c2cnnc(-c3ccccn3)n2)cc1	43	-12
COc1ccccc1CCNC(=O)c1csc2c1CCCC2	19	-33
CCOC(=O)c1ccc(NC(=O)CC2C(=O)N(c3ccc(F)cc3)C(=O)N2CCCOC)cc1 (configuration not stated)	5	-34
CCN(Cc1ccncc1)Cc1nc(CC2CC2)no1	9	-19
CCC(CC)NC(=O)C1CCN(c2ccc(S(=O)(=O)N3CCOCC3)cc2[N+](=O)[O-])CC1	16	-23
Cn1ccnc1COc1ccc(/C=N/O)cc1	11	-9
CCOc1ccc(NS(=O)(=O)c2ccc(C(=O)N3CCC3)cc2)cc1	23	-4
COc1ccc(CCC(=O)NCc2ccccc2OC)cc1	2	31

Reprinted from above (5 entries):
Molecule	OX1R antag-1	OX1R antag-2
CCN(Cc1ccncc1)Cc1nc(CC2CC2)no1	9	-19
CCC(CC)NC(=O)C1CCN(c2ccc(S(=O)(=O)N3CCOCC3)cc2[N+](=O)[O-])CC1	16	-23
Cn1ccnc1COc1ccc(/C=N/O)cc1	11	-9
CCOc1ccc(NS(=O)(=O)c2ccc(C(=O)N3CCC3)cc2)cc1	23	-4
COc1ccc(CCC(=O)NCc2ccccc2OC)cc1	2	31

Later entries:
Molecule	OX1R antag-1	OX1R antag-2
NC(=O)C1CCCN(C(=O)NC2CCCCC2)C1 (configuration not stated)	15	-16
Cc1ccccc1C(=O)NC(=S)Nc1ccc(S(=O)(=O)N2CCN(C)CC2)cc1	26	-14
CCOC(=O)N1CCN(S(=O)(=O)c2ccc(OC)c(Cl)c2)CC1	14	-25
COc1ccc(Nc2n[nH]c(C)c2[N+](=O)[O-])cc1	18	-13
Cc1ccc(C(=O)NC(C)c2ccncc2)o1 (configuration not stated)	9	2
CCOC(=O)N1CCN(c2nc(C)c3c(n2)CCCC3=O)CC1	3	-7
O=C(NCCCN1CCOCC1)c1cccnc1	-10	-10
CC1(C)CC(=O)C2=C(C1)N(Cc1ccccc1)C(=O)C2(O)C(F)(F)F (configuration not stated)	6	-3
NC(=O)COC(=O)c1cc(-c2cccs2)nn1-c1ccccc1	24	-14
O=C(O)CSc1nnc(-c2cccc(S(=O)(=O)N3CCCCC3)c2)o1	2	-11
COc1ccc(S(=O)(=O)N(Cc2ccc(OC)c(OC)c2)Cc2ccco2)cc1	61	22
COc1cc(NC(=O)N[C@@H](CCSC)C(=O)O)cc(OC)c1	30	-2
CC(=O)Nc1nc2cc(C(N)=O)ccc2s1	10	-5
CCN(CC)CC#CCC(C)(c1ccccc1)c1ccccc1	0	-3
O=C(NCCc1ccccc1)C(=O)c1c[nH]c2ccccc12	9	-11
O=C(CCCSc1ccccc1)Nc1cccc(CO)c1	18	12
Cc1ccc(NC(=O)[C@H](Cc2ccccc2)NC(=O)[C@@H]2Cc3ccccc3CN2)c(C)c1	6	-25
O=C(/C=C/Nc1ccc(S(=O)(=O)Nc2ncccn2)cc1)c1ccc(Cl)c(Cl)c1	12	-9
COc1ccccc1NS(=O)(=O)c1ccc(OC)c([N+](=O)[O-])c1	18	-1
Cc1ccc(C(=O)NCCCNC(=O)c2ccco2)cc1	28	-5
COc1ccc2nc3n(c(=O)c2c1)-c1cc(Cl)ccc1C(=O)NC3Cc1ccccc1 (configuration not stated)	2	-28
CCc1cccc(NC(=O)C2CCCN(S(=O)(=O)c3cccs3)C2)c1 (configuration not stated)	52*	6
Cn1ncc(Cl)c1C(=O)Nc1sc2c(c1C(N)=O)CCC2	76*	13
CCOC(=O)c1cc(C#N)c(SC)nc1-c1ccccc1	10	-16
NC(=O)NNc1ncc(C(F)(F)F)cc1Cl	13	9
Cc1sc2nc(Cc3ccccc3)[nH]c(=O)c2c1-c1ccccc1	3	0
Cc1ccc(C2CC(c3ccc(Br)cc3)=NN2C(=O)CSC2=NN3CCCC(=O)N=C3S2)cc1 (configuration not stated)	4	-16
O=C(NCCCl)NNC(=O)c1cc2ccccc2cc1O	17	-8
O=C(CCn1ccnc1)Nc1nc2ccccc2[nH]1	28	17
COc1ccc(CC(=O)Nc2ccc(S(=O)(=O)N3CCCC3)cc2)cc1OC	4	-27
CC(=O)Nc1sc(C)c(C)c1CN1CCN(Cc2ccccc2)CC1	6	-37
COc1ccccc1NS(=O)(=O)c1cccc(C(=O)N2CCCC2)c1	-1	-13
Cc1nnc(SCC(=O)NC23CC4CC(CC(C4)C2)C3)s1	16	2
O=C1NC(=S)N(C(=O)c2ccc(F)cc2)/C1=C/c1cccnc1	14	-6
CCCCCOc1ccc(CSC(=N)N)cc1[N+](=O)[O-]	30	-27
Cn1/c(=N/NC(=O)c2ccccc2Br)sc2ccccc21	29	-19
Cn1nnnc1SCC(=O)Nc1cccc(S(=O)(=O)N2CCCC2)c1	6	-3
Cc1ccc(C)c(NS(=O)(=O)c2c(C)nc3sccn3c2=O)c1	8	15
CCOc1ccc(Cc2nnc(SCC(=O)Nc3ccc(OC)cc3)n(N)c2=O)cc1	10	-23
Cc1onc(NC(=O)c2ccc(Cl)cc2Cl)c1Br	5	-15
Cc1c(C(c2ccccc2)c2c(C)n(C)n(-c3ccccc3)c2=O)c(=O)n(-c2ccccc2)n1C	0	-17
CC(=O)Oc1ccc(C(=O)[C@H]2[C@H]3C(=O)N(c4ccc(C)cc4C)C(=O)[C@H]3[C@@H]3C=CC=NN32)cc1	9	-27
Cc1cc(C)nc(SCc2ccc([N+](=O)[O-])cc2)n1	8	-32
CCn1cc(CN2CCC(n3nccc3NC(=O)c3ccc(OC)cc3)CC2)cn1	2	-12
CCOc1cc(NC(=O)c2ccco2)c(OCC)cc1NC(=O)COc1ccccc1C	0	0
Nc1nc(Sc2ccc([N+](=O)[O-])cc2[N+](=O)[O-])n[nH]1	42*	-4
O=C1CSC(c2ccccc2O)N1Cc1ccccc1 (configuration not stated)	6	-4
CN(CC(=O)Nn1cnnc1)S(=O)(=O)c1ccccc1	1	-7
O=C(Nc1ccc2c(c1)OCCO2)c1ccc(Br)s1	20	-18
O=C(CC(=O)Nc1cccc(F)c1)Nc1cccc(F)c1	12	-8

Remaining list, next part.
Molecule	OX1R antag-1	OX1R antag-2
COc1ccc(-c2cc(CCCC(=O)N3CCN(c4ccc(OC)cc4)CC3)no2)cc1	0	-20
COCCn1c(=NC(=O)c2sc3ccccc3c2Cl)sc2cc(S(N)(=O)=O)ccc21	-5	3
COc1ccc(CCNC(=O)C2(C)CCC(=O)N2CCC(C)C)cc1OC (configuration not stated)	7	-31
O=C(COC(=O)C(O)C(O)C(=O)OCC(=O)c1ccc(C(F)(F)F)cc1)c1ccc(C(F)(F)F)cc1 (configuration not stated)	12	-13
Cc1c(Br)cc(C(=O)NCc2ccco2)c(C)c1C	14	-31
Cc1ccc(NC(=O)COC(=O)c2ccc(Cl)nc2)cc1S(=O)(=O)N1CCCCC1	5	12
COc1ccc(CNC(=O)c2ccc(Cn3nc(C)cc3C)o2)cc1	5	-11
Nc1c(C(=O)Nc2ccccc2)sc2nc3c(c(-c4ccco4)c12)CCCC3	5	-39
COC(=O)c1ccc(OC(=O)c2ccncc2)cc1O	5	0
CCCc1nnc2c(N(C)S(=O)(=O)c3ccccc3)nc3ccccc3n12	7	-10
CCOc1cc(NC(=S)NCC2CCCO2)c(OCC)cc1NC(=O)C1CC1 (configuration not stated)	11	-15
Cc1ccccc1C1CCCN(Cc2nc(CC3CC3)no2)C1 (configuration not stated)	6	-15
Cc1cccc(C(=O)OC(C)C(=O)Nc2ccc(S(=O)(=O)Nc3ncccn3)cc2)c1C (configuration not stated)	12	-2
CC(C)C(C(=O)OCC(=O)c1ccccc1)N1C(=O)C2C3C=CC(C3)C2C1=O (configuration not stated)	17	-11
Cc1nn(-c2ccc(N3CCCCC3)nn2)c(C)c1CCC(=O)Nc1ccc(F)c(F)c1	12	-31
Cc1nnc(SCC(=O)c2c(N)n(C)c(=O)n(C)c2=O)[nH]c1=O	22	-4
O=C(CN1CCN(Cc2ccc(Cl)cc2)CC1)N/N=C/c1ccccc1F	44	-23
Cc1ccc2cc(CN(Cc3ccco3)C(=O)c3ccccc3)c(=O)[nH]c2c1C	35	-23
CCCOc1ccc(N2C(=O)CC(N(Cc3ccco3)C(C)=O)C2=O)cc1 (configuration not stated)	5	-19
CCOC(=O)c1cccc(NC(=O)C2CCCN(S(=O)(=O)c3c(C)nn(C)c3C)C2)c1 (configuration not stated)	22	-42
Cc1ccc(-n2ncc3c2CC(C)(C)CC3NC(=O)CCCN2CCCCC2=O)cc1 (configuration not stated)	6	-17
NC(=O)c1cc2cc(Cc3ccccc3Cl)ccc2oc1=O	10	-6
N#Cc1cccc(S(=O)(=O)NCCOc2ccccc2F)c1	9	-1
Cc1cccc(NC(=O)CSc2nnc(-c3ccco3)c(-c3ccco3)n2)c1C	10	-29
Cc1cc(=O)[nH]c(-c2cccnc2)n1	9	-16
O=C(COC(=O)CN1C(=O)NC2(CCCC2)C1=O)NCc1ccc(Cl)cc1Cl	12	-30
C=CCOC(=O)C1=C(C)NC(SCC(=O)OCC)=C(C#N)C1c1ccc(C)cc1 (configuration not stated)	38	-7
Cc1ccc(S(=O)(=O)c2nc(-c3ccco3)oc2NCC2CCCO2)cc1 (configuration not stated)	15	-15
CCN(C(=O)c1ccc(Cl)c(S(=O)(=O)Nc2c(C)n(C)n(-c3ccccc3)c2=O)c1)c1ccccc1	4	-12
Cc1cc(Cl)ccc1OCCCC(=O)NC1CCN(C)CC1	0	5
COc1ccc(N2CCN(C(=O)CS(=O)Cc3nc(-c4ccc(OC)c(OC)c4)oc3C)CC2)cc1 (configuration not stated)	19	-19
CCCCOc1ccc(CSCCNC(=S)Nc2ccccc2)cc1	20	-17
COc1ccc(/C=N/NC(=O)c2c(-c3ccccc3)noc2C)cc1[N+](=O)[O-]	-1	-15
c1ccc(COc2ccc(CNn3cnnc3)cc2)cc1	9	-6
O=C(NCCOc1ccccc1)c1cc([N+](=O)[O-])ccc1N1CCOCC1	14	15
CCC(=O)Nc1nnc(SCc2ccccc2F)s1	-6	-7
O=C(O)CCc1ccc(-c2ccccc2)n1Cc1ccco1	20	-23
CN(CCc1ccccn1)C(=O)c1ccc(OC(F)(F)F)cc1	-9	-18
CCCCNc1ccc(C(=O)O)cc1	7	-9
CCOC(=O)CC(NCc1ccc(OC)c(OCC)c1)c1ccc(C)cc1 (configuration not stated)	10	-25
CCOc1nc2cnccc2n(CC(=O)Nc2ccc(C)c(C)c2)c1=O	1	-8
O=C(CSc1ncccn1)NCCc1ccccc1	8	-3
COc1ccc(S(=O)(=O)Nc2ccc3cn[nH]c3c2)cc1C	4	-31
C#CCNC(=O)C1=C[C@H](c2ccc3c(c2)OCO3)C[C@H](OCCCCO)O1	15	-11
Cc1cc(C(F)F)nn1CC(=O)NCc1ccc(Cl)cc1Cl	11	-15
O=C(NCCCN1CCOCC1)c1ccccc1N1C(=O)[C@@H]2Cc3c([nH]c4ccccc34)C(c3ccc(F)cc3)N2C1=O (some centres not stated)	1	-21
